LMPTP inh – LMPTP phosphatase inhibitors, primary screen, biochemical, fluorescence intensity, uHTS; Low molecular weight phosphotyrosine protein phosphatase (Homo sapiens), P24666; recombinant LMPTP-A, OMFP fluorogenic substrate; AID 651560, 2012; 360,000 compounds, 0.22% hits; inhibition, % at 20 µM;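 active = compounds that cut the enzyme signal by at least half of the control window in the single-dose screen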;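 note: plate controls were DMSO wells with enzyme plus substrate for no effect and substrate without enzyme for full effect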
Target sequence (P24666 whole entry, looked up): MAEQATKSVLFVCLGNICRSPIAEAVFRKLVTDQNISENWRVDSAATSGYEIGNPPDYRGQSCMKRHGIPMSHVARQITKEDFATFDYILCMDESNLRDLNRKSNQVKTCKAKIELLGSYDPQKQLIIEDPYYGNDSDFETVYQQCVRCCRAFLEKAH
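Test system: LMPTP-A phosphatase enzyme. Amount: LMPTP-A at 0.625 nM final in the reaction. Reagent: OMFP substrate, 400 µM final. Times: 50 min at room temperature. Signal: endpoint fluorescence intensity from OMFP dephosphorylation. Read-out basis: % inhibition. Benchmarks: no-enzyme and uninhibited controls.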
SKN-1 inh – suppressors of acrylamide-induced Pgst-4::GFP reporter in worms, primary screen, SKN-1 inhibitor project, whole organism, uHTS, GFP/RFP fluorescence ratio, strain VP596. C. elegans VP596 Pgst-4::GFP/RFP ratio, 24 h. inhibition, % at 21.8 µM. 360,000 compounds, 0.49% hits. AID 624304, 2012;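 active = interference check ratio from 0.5 to 1.5 plus GFP to RFP signal ratio inhibition reaching or exceeding a fixed threshold, cut at about 30% in these data, passing the limit was not always enough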; note: some compounds called inactive have numbers as strong as hits
Scp1 inh – Scp-1 phosphatase inhibitors, primary screen, biochemical, colorimetric, uHTS | inhibition, % at 20 µM | Recombinant Scp1, phosphopeptide, malachite green phosphate absorbance | Carboxy-terminal domain RNA polymerase II polypeptide A small phosphatase 1 (Homo … | 340,000 compounds, 0.88% hits;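 active = inhibition above about 50% at 20 µM, limit read from the data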;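 note: plate controls were DMSO wells with enzyme for no effect and wells lacking enzyme for full effect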
Target sequence (Q9GZU7 76-261 limits assumed): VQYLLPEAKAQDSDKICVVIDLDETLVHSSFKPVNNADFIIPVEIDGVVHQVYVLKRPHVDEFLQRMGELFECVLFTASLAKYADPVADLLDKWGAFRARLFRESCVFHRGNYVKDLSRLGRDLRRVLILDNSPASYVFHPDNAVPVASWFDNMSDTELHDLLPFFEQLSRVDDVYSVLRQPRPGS
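Material – SCP-1 phosphatase catalytic domain, residues 76-261 · Buffer or medium – Acidic Tris acetate buffer with magnesium and detergent · Also added – Phospho 17-mer peptide substrate · Compound – single 20 µM dose, 1% DMSO · Times – 45 min room-temperature reaction, 5 min colour, 30 min stabiliser · Technique – Phosphate-binding colour reagent, absorbance read at 630 nm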
SUMO1 PPI mod – modulators of SUMO1 protein-protein interactions, primary screen, biochemical, uHTS. 360,000 compounds, 0.33% hits. SUMO1 binding to a labelled peptide, TR-FRET, 1 h. Small ubiquitin-related modifier 1 (Homo sapiens), P63165. inhibition, % at 20 µM; in the data active = inhibition above about 37%
Neddylation inh – inhibitors of cullin neddylation, primary screen, biochemical, TR-FRET, uHTS, NAE and Ubc12 | NEDD8-conjugating enzyme Ubc12 (Homo sapiens) + NEDD8-activating enzyme E1 regulatory … | calls only at 25 µM | 360,000 compounds, 0.58% hits | AID 651699, 2012; in the data active = inhibition above about 36%
Target sequence (P61081 whole entry, looked up): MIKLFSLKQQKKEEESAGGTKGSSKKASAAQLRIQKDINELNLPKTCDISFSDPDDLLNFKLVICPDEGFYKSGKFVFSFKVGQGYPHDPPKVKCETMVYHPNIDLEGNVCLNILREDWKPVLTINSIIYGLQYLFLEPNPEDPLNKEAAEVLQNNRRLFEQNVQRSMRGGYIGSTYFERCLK
Target sequence (Q13564 whole entry, looked up): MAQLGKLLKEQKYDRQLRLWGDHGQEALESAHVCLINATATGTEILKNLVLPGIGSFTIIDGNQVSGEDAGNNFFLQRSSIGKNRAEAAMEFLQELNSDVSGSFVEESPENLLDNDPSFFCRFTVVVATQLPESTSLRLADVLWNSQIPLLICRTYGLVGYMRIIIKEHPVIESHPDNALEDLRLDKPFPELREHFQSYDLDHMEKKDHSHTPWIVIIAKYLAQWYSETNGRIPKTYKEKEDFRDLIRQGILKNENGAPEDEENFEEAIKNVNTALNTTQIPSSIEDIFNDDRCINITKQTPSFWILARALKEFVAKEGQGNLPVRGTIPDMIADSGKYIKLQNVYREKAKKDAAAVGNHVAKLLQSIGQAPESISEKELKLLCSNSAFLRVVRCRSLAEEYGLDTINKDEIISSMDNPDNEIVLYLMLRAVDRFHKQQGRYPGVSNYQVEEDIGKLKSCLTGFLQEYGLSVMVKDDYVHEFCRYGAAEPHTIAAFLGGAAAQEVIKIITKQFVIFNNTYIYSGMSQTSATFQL
NadD block – inhibitors of S. aureus NadD, primary screen, biochemical, colorimetric, uHTS | purified NadD enzyme, colorimetric absorbance read-out | inhibition, % at 20 µM | 360,000 compounds, 0.78% hits; in the data active = inhibition above about 26%; note: some compounds past the cut are filed as inactive
TbMetRS inhib – T. brucei MetRS inhibitors, primary screen, biochemical, luminescence; 360,000 compounds, 0.4% hits; inhibition, % at 11.9 µM; purified T. brucei MetRS, ATP depletion, Kinase-Glo luminescence;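 active = inhibition above a per-plate cutoff of the control wells' mean inhibition plus 3 SD, cut at about 5.5% in these data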;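 note: 0% = DMSO wells median and 100% = median of wells with control inhibitor compound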
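Test system: purified T. brucei MetRS enzyme. Also added: ATP, methionine and E. coli bulk tRNA substrates. Compound: 11.9 µM single point. Schedule: 15 min enzyme-compound preincubation, 2 h reaction, 10 min detection, 25 °C. Signal: luciferase luminescence of residual ATP, Kinase-Glo. Evaluation: percent inhibition versus plate control medians. Controls: DMSO wells, low control.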
DNMT1 inh – human DNMT1 methyltransferase inhibitors, primary screen, biochemical, molecular beacon, fluorescence, HinP1I cleavage, uHTS. DNA (cytosine-5)-methyltransferase 1 (Homo sapiens), P26358. inhibition (reported as % activation of signal), % at 10 µM. 360,000 compounds, 0.83% hits; in the data active = inhibition above about 50%
STEP inh – STEP phosphatase inhibitors, primary screen, biochemical, fluorescence intensity, uHTS. 360,000 compounds, 0.25% hits. Tyrosine-protein phosphatase non-receptor type 5 (Homo sapiens), P54829. inhibition, % at 20 µM. recombinant STEP, OMFP fluorogenic substrate;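 active = inhibition at 20 µM, scaled per plate between control wells, above about 37%, limit read from the data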;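 note: 0% = DMSO with enzyme and substrate and 100% = substrate only without enzyme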
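Also added – OMFP at 25 µM · Test system – STEP tyrosine phosphatase · Technique – FITC-channel fluorescence of OMFP product · Schedule – 20 min at room temperature, dark · Evaluation – control-normalized % inhibition with plate pattern correction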
CendR NRP1 mod – modulators of CendR peptide binding to NRP-1, primary screen, biochemical, fluorescence polarization, uHTS | FAM-RPARPAR peptide binding to NRP-1 | inhibition, % at 25 µM | 360,000 compounds, 0.85% hits | AID 602438, 2012;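 active = inhibition or corrected inhibition above about 18%, plus a signal ratio from 0.5 to 1.5, limit read from the data, passing the limit was not always enough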; note: strong numbers were not always called active
* hit, by the source's call; i = inactive; . = no result given; + = active, no number.

SMILES	LMPTP inh	SKN-1 inh	Scp1 inh	SUMO1 PPI mod	Neddylation inh	NadD block	TbMetRS inhib	DNMT1 inh	STEP inh	CendR NRP1 mod
CC1CCN(S(=O)(=O)c2ccc3c(c2)oc(=O)n3CC(=O)N2CCc3ccccc3C2)CC1	0.0	-3	-9	3	i	3	0.2	26	1	3
Cc1ccc2occ(C(=O)c3ccco3)c(=O)c2c1	-0.4	8	-4	-4	i	0	-0.8	3	0	-13
O=C(N/N=C\c1ccc(Oc2ccccc2)cc1)c1csnn1	-0.2	7	-9	-1	i	-3	-0.1	-9	3	-2
CCCc1cc(N2CCCC(C(=O)Nc3cc(Cl)ccc3OC)C2)n2ncnc2n1 (stereo unspecified)	0.2	-2	2	2	i	-1	-0.7	0	-2	-10
CCOc1ccc(C(=O)NC2CCN(C(=O)Nc3ccccc3OC)CC2)cc1	0.8	12	-2	2	i	2	-1.0	-2	-2	12
CCOC(=O)c1nnc(-c2ccccc2)nc1NC	-1.1	-14	-5	-18	i	1	-1.0	5	18	2
O=C(O)c1cn(C2CC2)c2cc(N3CCN(S(=O)(=O)c4ccc5c(c4)OCCO5)CC3)c(F)cc2c1=O	65*	3	0	8	i	9	-0.3	0	5	-3
CC(C)C1N(C(=O)CN2CCCC2)CCN1S(=O)(=O)c1ccccc1 (stereo unspecified)	-2.4	1	-27	10	i	5	-0.1	0	3	0
CCn1nc(NC(=O)C2CCCO2)c2cc3cc(C)ccc3nc21 (stereo unspecified)	1.1	-6	-1	-13	.	-2	-0.7	5	2	20
CCOC(=O)/C=c1\s/c(=C\c2ccc(C#N)cc2)c(=O)n1CC(=O)Nc1cccc(C)c1C	-0.3	10	-12	6	i	33*	0.3	36	1	0
Fc1ccccc1/C=N/n1cc(-c2ccccc2)[nH]c1=S	1.6	-13	-8	-21	i	-1	-0.2	-4	3	-9
C=CCN(C(=O)c1csnn1)C(C(=O)NCc1ccc(F)cc1)c1sccc1C (stereo unspecified)	0.0	-11	-3	-3	i	-2	-0.8	2	-1	0
CCCc1c(-c2ccccc2)ncn1Cc1ccccc1OC	0.1	12	.	12	i	-3	-0.5	.	.	-4
O=C(NC(=S)Nc1cccc2c(O)cccc12)c1ccco1	5.5	14	-4	2	i	-1	-0.5	-20	4	13
CSC1=NC2(CCCCC2)CC12C=CC(=O)C=C2	-0.3	-15	-5	5	i	2	0.7	2	-3	-12

Of the compounds above, these have fluorine.
SMILES	LMPTP inh	SKN-1 inh	Scp1 inh	SUMO1 PPI mod	Neddylation inh	NadD block	TbMetRS inhib	DNMT1 inh	STEP inh	CendR NRP1 mod
O=C(O)c1cn(C2CC2)c2cc(N3CCN(S(=O)(=O)c4ccc5c(c4)OCCO5)CC3)c(F)cc2c1=O	65*	3	0	8	i	9	-0.3	0	5	-3
Fc1ccccc1/C=N/n1cc(-c2ccccc2)[nH]c1=S	1.6	-13	-8	-21	i	-1	-0.2	-4	3	-9
C=CCN(C(=O)c1csnn1)C(C(=O)NCc1ccc(F)cc1)c1sccc1C (stereo unspecified)	0.0	-11	-3	-3	i	-2	-0.8	2	-1	0

Next section.
SMILES	LMPTP inh	SKN-1 inh	Scp1 inh	SUMO1 PPI mod	Neddylation inh	NadD block	TbMetRS inhib	DNMT1 inh	STEP inh	CendR NRP1 mod
O=C(NCCN1CCOCC1)C(=O)NCC1OCCN1S(=O)(=O)c1ccc(Cl)cc1 (stereo unspecified)	-4.0	-21	.	2	i	1	-0.3	2	0	2
CC(=O)Nc1ccc(NC(=O)C(C)OC(=O)CC23CC4CC(CC(Br)(C4)C2)C3)cc1 (stereo unspecified)	0.6	1	-10	1	i	-2	0.0	-3	0	13
O=C(NC(=S)N1CCN(c2ccc(O)cc2)CC1)c1cccs1	1.7	-14	9	2	i	0	-1.1	19	-1	-2
O=C(CN1CCCCC1)Nc1nnc(-c2ccccc2)s1	-0.6	-10	0	-2	i	3	-1.6	-3	1	-6
O=C(Nc1ccncc1)c1ccc(S(=O)(=O)Nc2ccccc2)cc1	0.5	2	-12	1	i	-4	-0.7	-1	2	-9
COc1cc(OC)cc(C(=O)NCC(=O)OCC(=O)Nc2ccc3c(c2)OCO3)c1	0.7	-3	2	-2	i	-3	-0.5	1	0	-2
O=C(CN1c2ccccc2Sc2ccccc21)NNC(=O)Nc1cccc(Cl)c1	4.1	10	-20	6	i	7	0.0	-5	-2	-2
O=C(/C=C\Nc1cccc(F)c1)c1ccc2c(c1)OCO2	1.0	11	-14	-11	i	6	-0.5	-5	6	-3
CCOC(=O)[C@H]1[C@H]2COc3ccc(Cl)cc3[C@@H]2N2C(=O)CN(Cc3ccc(OC)cc3)C(=O)[C@@]12C	-0.3	12	-11	4	i	-3	0.3	-8	-2	0
CC(=O)N/C(=N/c1nc(C)cc(C)n1)Nc1cccc(C)c1C	0.3	-19	-9	-3	i	-1	-1.6	-1	-2	10
CC(C)(C)c1ccc(CN2C(=O)c3ccccc3S2(=O)=O)cc1	4.8	-4	6	2	i	-14	0.6	11	1	4
COc1cc(O)c(C(CCN2CCN(c3ccccc3)CC2)c2cc(OC)c(OC)c(OC)c2)c(OC)c1 (stereo unspecified)	1.3	-8	2	4	i	4	-0.1	-8	-1	10
O=C(NCc1ccccc1)C(c1ccccc1F)N(CC1CCCO1)C(=O)c1ccccn1 (stereo unspecified)	0.5	0	-2	18	i	-5	-0.5	1	0	8
O=C(NCCS(=O)(=O)N1CCN(C(=O)c2ccco2)CC1)c1ccccc1	-0.5	4	.	-4	i	-1	-0.2	9	-4	-5
CC(C)(C)OC(=O)N1CCC[C@H]1C(=O)N1CCC[C@H]1C(=O)NCc1ccc(F)cc1F	-0.4	6	.	2	i	0	0.0	.	.	15
CC(=O)N1CCN(S(=O)(=O)c2ccc(F)c(Cl)c2)CC1	-1.7	8	-17	-2	i	-2	0.1	-1	0	-15
C1CCN(CCC2CCCCN2)CC1 (stereo unspecified)	0.4	-2	.	-1	i	2	-0.3	-3	-4	0
O=c1c2c(-c3cccs3)csc2ncn1/N=C/c1ccc(OC(F)F)cc1	-1.7	0	-6	-8	i	3	-0.1	-1	0	-1
COc1cccc(NC(=O)c2cc(-c3ccc(C)o3)nc3ccccc23)c1	3.6	27	42	-15	i	9	-0.8	25	7	-8
Nc1ncncc1-c1ccc2ccccc2c1	1.0	24	-11	-9	i	0	0.3	-2	-1	3
C/C(=N\NC(=O)c1ccc(Cl)cc1)c1cccc(NC(=O)C(C)C)c1	-1.3	13	-3	7	i	3	0.1	0	2	2
N=c1c2c(n(Cc3ccc(F)cc3)c3c1CCC3)CCC2	0.5	-14	5	0	i	-2	-0.9	1	1	6
c1ccc2nc(N3CCOCC3)cnc2c1	0.6	-1	-13	0	i	0	-0.3	-1	-7	1
Cc1cc(C)cc(N(C)S(=O)(=O)c2nnc(NC(=O)C(C)C)s2)c1	0.2	16	3	-4	i	-7	-0.3	2	-3	-2
COc1ccc(C2(C)NC(=O)N(CC(=O)Nc3ccc4c(c3)CCC4)C2=O)cc1OC (stereo unspecified)	0.4	-4	-12	3	i	-7	-0.4	-1	1	-3
CCC(=O)Nc1cc(SCCO)cc([N+](=O)[O-])c1	-1.6	-5	-6	-23	i	-5	-0.1	-1	-2	4
Cc1ccc(C(=O)N2CCC(Cc3ccccc3)CC2)cc1S(=O)(=O)N1CCOCC1	0.8	4	0	0	i	6	-0.4	2	7	1
COC(=O)C1=C(C)N(CCc2ccc(OC)c(OC)c2)C(=O)C1	0.8	1	-4	0	i	4	-0.7	1	-2	12
Cc1cc(C(=O)NC2CCCc3ccccc32)ccc1[N+](=O)[O-] (stereo unspecified)	-0.2	5	-4	-20	i	2	-0.2	2	0	9
COc1ccc(CC(=O)NCC2CCCN(Cc3ccccc3OC)C2)cc1 (stereo unspecified)	0.4	-7	-2	1	i	4	-0.2	0	2	5
CC(C)N1C(=O)CCC1C(=O)NC1CCCC1 (stereo unspecified)	-1.3	2	2	-1	i	-5	-0.5	4	-11	11
CCOc1ccc(Oc2ccc(Cl)cc2NC(=O)CCNC(C)=O)cc1	-0.4	-3	-7	-1	i	-4	-0.3	-5	-3	-8
CCn1nc(C)c(CN2CCN(Cc3ccc(OC)c(C)c3C)C(CCO)C2)c1C (stereo unspecified)	-3.2	12	-4	2	i	-2	-0.2	0	2	13
Cc1c(C(=O)Nc2ccc(S(N)(=O)=O)cc2)oc2ccc(Cl)cc12	-0.5	5	-11	-1	+	9	0.1	17	1	-2
CC1=C(C)CC(C(=O)NCc2cccc(Cl)c2)C(C(=O)O)C1 (stereo unspecified)	1.0	12	.	-1	i	6	0.8	0	1	3
COc1ccc(/C=C2\C(=O)ON=C2c2ccccc2)cc1	-1.8	8	-9	6	i	4	-0.6	6	1	-9
C=C(C)C(=O)N1CC2(CC(c3cccc(NC(=O)/C=C\C=C/C)c3)=NO2)C[C@H]1C(N)=O (stereo partly specified)	-3.3	0	52*	23	i	-4	-0.4	-31	4	-23
CSc1ccccc1C(=O)N1CCCC(CCC(=O)NCc2ccc(F)c(F)c2)C1 (stereo unspecified)	-0.5	10	2	6	i	-2	-0.2	-1	-1	10
Cc1nc(C)c(NC(=O)N2CCc3ccccc32)cc1NC(=O)N1CCc2ccccc21	4.9	14	-7	5	i	9	0.1	-7	-3	2
CC(C)[C@H](NC(=O)N1CC(=O)Nc2ccccc21)C(=O)N[C@H](Cc1c[nH]c2ccccc12)C(=O)O	-2.7	-2	4	5	i	4	0.3	-6	1	9
CCOc1ccc(C(=O)CC(=O)C(=O)NCCc2ccc(OC)c(OC)c2)cc1	1.2	-5	-16	0	i	8	-0.3	-9	4	-11
O=C(COc1ccccc1[N+](=O)[O-])N1CCN(c2ccccn2)CC1	-1.0	-6	-1	-3	i	-2	-0.2	0	2	-6
CN1CCN(c2nc(-c3ccccc3)nc3c2oc2ccccc23)CC1	0.1	13	-2	8	i	-8	-0.5	33	2	-5

Bioassay records: PubChem BioAssay, several laboratories
